Screening results: PubChem BioAssay, National Center for Advancing Translational Sciences (NCATS)
HepG2 tox – counter-screen for TGF-b inhibitors: cytotoxicity in HepG2 cells | HepG2 CAGA-GFP viability, ATP luminescence, 18 h | Potency, µM (highest dose often 46.1 µM), inactives show top-dose activity change, negative = cytotoxicity, usual class: cytotoxic | 410,000 compounds, 0.76% hits; note: potency is the fitted concentration of half-maximal effect; some results filed as inactive show a strong effect at the top dose
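CellTiter-Glo luminescence gave cytotoxicity after 18 hours at 37 degrees C. The cells were HepG2 CAGA-GFP in 1% FBS DMEM, stimulated with 500 pg/mL TGF-beta after compound addition. %Activity was normalised to no-cell wells (complete cell-killing) and DMSO (no toxicity), and curves were fitted and classified.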
A549 viability – counter-screen for Nrf2 inhibitors: cytotoxicity in A549 cells. AID 504648. 390,000 compounds, 0.16% hits. A549 ARE-Fluc cells, CellTiter-Fluor viability, 18-24 h. Potency, µM (titrated, usually from 46 µM), without a hit: top-dose activity change, negative = cytotoxicity, most hits filed as inhibitors; note: potency is the fitted concentration of half-maximal effect; % is set by controls: 0 for no effect and ±100 for the full control effect
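Cytotoxicity counterscreen: CellTiter-Fluor fluorescence was measured in A549 ARE_Fluc cells after 18-24 h of compound exposure in a concentration series. The subsequent BugLite luminescent read reports ARE-luciferase activity.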
TGFb SMAD3 inh – inhibitors of TGF-b signaling; AID 588855; HepG2 CAGA-GFP TGF-b/SMAD3 reporter, GFP fluorescence, 18 h; TGF-beta stimulated, 500 pg/mL final; Potency, µM (titrated, usually from 46.1 µM), without a hit: at the highest dose activity, negative = inhibition, most hits filed as inhibitors; 410,000 compounds, 1.2% hits; note: potency is the fitted concentration of half-maximal effect; % is set by controls: 0 for no effect and ±100 for the full control effect; nearly all actives have a fitted effect of over 65% in size
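Smad-responsive CAGA-GFP expression was quantified in HEPG2 cells exposed to compounds and 500 pg/mL final TGF-beta for 18 h at 37 degrees C; unstimulated wells defined full inhibition.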
S2 tox – cell viability loss in ATXN counter-screen | S2 cells (HEK-293 line with an ATXN2-luciferase reporter) viability, CellTiter-Fluor protease fluorescence, 24 h | Potency, µM (top dose mostly 56.7 µM), usual class: cytotoxic | 400,000 compounds, 0.49% hits | AID 651635; note: potency is the fitted concentration of half-maximal effect; nearly all actives have a fitted effect of over 40% in size
Nrf2 activator – activates Nrf2 signaling | AID 624171 | AREc32 ARE-luciferase reporter (MCF7-derived line), luminescence, 24 h | Potency, µM (doses to about 46.1 µM), for the others: top-dose activation, most hits filed as activators | 410,000 compounds, 0.31% hits; note: potency is the fitted concentration of half-maximal effect; % of control where 0% means no effect; nearly all actives have a fitted effect of over 65% in size
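Each well held 1000 AREc32 cells, which were incubated with compound for 24 hr at 37 deg C after overnight attachment, and ARE reporter activity was quantified by firefly luciferase luminescence.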
MmCpn inh – M. maripaludis TRiC chaperonin inhibition; AID 504842; purified Mm-Cpn ATPase, ADP Transcreener TR-FRET; Potency, µM (doses to about 76.9 µM), for inactives: at the highest dose activity, negative = inhibition, most hits filed as inhibitors; 330,000 compounds, 0.031% hits; note: potency is the fitted concentration of half-maximal effect; % is set by controls: 0 for no effect and ±100 for the full control effect; nearly all actives have a fitted effect of over 80% in size
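Purified archaeal Mm-CPN (25nM final) preincubated 10 min at 37degC with compound, then 10uM ATP for 30 min at 37degC; ADP measured by HTRF Transcreener TR-FRET; buffer 30 mM TRIS pH 7.4, 100mM KCl, 5mM MgCl2, 1mM DTT.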
pAkt inh – inhibitors of Akt phosphorylation; Neuro2A IGF-stimulated pAkt S473 HTRF, 20 min; hits give low values; 360,000 compounds, 0.32% hits; AID 651550; activity change, % for hits at 50 µM; in the data active = activity change below about -80%; inconclusive = mostly about -51% to -80%; note: % is set by controls: 0 for no effect and ±100 for the full control effect
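Single-point screen (50 µM final compound) in Neuro2A cells stimulated 20 min with 6 nM IGF at 37 deg C. After lysis, Ser473-phosphorylated Akt read by HTRF (ex 330 nm, em 615/665 nm) as the 665/615 ratio.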
CCT modulator – cytosolic chaperonin activity modulation. purified chaperonin ATPase assay, HTRF ADP detection, 30 min. 360,000 compounds, 0.3% hits. AID 651819. activity change, % (concentration not given with the values), hits read low; in the data active = activity change below about -30%; note: % is set by controls: 0 for no effect and ±100 for the full control effect
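We incubate TRiC, 40 or 20 nM final, with library compounds at 76 uM and 10 uM ATP for 30 min at 37 °C. ADP formed is detected with Transcreener HTRF reagents after 30 min at room temperature.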
Nrf2 inh – inhibitors of Nrf2 signaling. A549 ARE-Fluc reporter, luciferase luminescence, 18-24 h. AID 504444. 360,000 compounds, 2.1% hits. Potency, µM (doses to about 46 µM), for inactives: top-dose activity change, negative = inhibition, hits mostly inhibitors; note: potency is the fitted concentration of half-maximal effect; % is set by controls: 0 for no effect and ±100 for the full control effect; nearly all actives have a fitted effect of over 60% in size
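Concentration-response testing used A549 ARE_Fluc cells at 5000 cells/well. Following an 18-24 h compound incubation, viability was read by fluorescence (Ex 405/Em 525) and luciferase output by luminescence.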
The depositor's hits bear a star; i = inactive; ? = inconclusive; . = no result given; & = joins results of further samples; [ ] = another dose, or the depositor's remark. Unless noted, calls come from the whole dose curve; as a rule, active = well fitted curve in the direction sought with a large enough effect; inconclusive = small, poorly fitted or top-dose-only effect, or another doubt; inactive = no such curve, though single readings can be large; an effect the other way counts as inactive or inconclusive.

Fields: pAkt inh | Nrf2 activator | Nrf2 inh | A549 viability | MmCpn inh | CCT modulator | HepG2 tox | S2 tox | TGFb SMAD3 inh
CC(=O)N1c2ccccc2C2(O)N=C(C)SC12 (configuration not stated)
 : i | 4.6% | 14% | 0% | -3% | -0.8 | 4% | i | 4%
CCOc1ccc(-c2nnc(SCC(=O)c3ccc(F)cc3)n2-c2ccccc2)cc1
 : . | 0.3% | -16% | 9% | . | . | -33% | . | -6%
COc1ccc(CNC(=O)CSc2nnc(-c3cccnc3)n2N)cc1
 : i | -0.9% | 2% | 1% | -11% | -1.6 | 10% | i | ?
O=C(c1ccccc1Br)N(Cc1ccco1)C1CCS(=O)(=O)C1 (configuration not stated)
 : . | 3.3% | 21% | -3% | . | . | -20% | i | -14%
COCCNC(=O)Cn1cc(C(=O)c2cccs2)c2ccccc21
 : i | -0.1% | 4% | -1% | . | 0.8 | -4% | i | ?
CCOC(=O)c1ccc(NC(=O)CCn2cnnn2)cc1
 : . | -0.3% | 10% | -7% | . | . | 4% | i | 27%
O=C(NCCc1ccccc1)C1CCCN(c2nc3ccccc3s2)C1 (configuration not stated)
 : i | 0.2% | 4% | 3% | -1% | -1.0 | -6% | ? | -3%
Cc1ccc(S(=O)(=O)N[C@@H](CC(C)C)C(=O)NCc2ccco2)cc1
 : . | -0.2% | . | -1% | 0% | 0.9 | -16% | i | ?
COc1cccc(NC(=O)CN(C)C(=O)c2c(C)nn(-c3ccccc3)c2Cl)c1
 : i | 0.2% | ? | -1% | -3% | -5.6 | -13% | i | -19%
N#CCC(=O)NNc1c([N+](=O)[O-])cc(C(F)(F)F)cc1[N+](=O)[O-]
 : i | 2.0% | ? | ? | -8% | -2.1 | -12% | ? | -16%
CSC(=NC1CCCCC1)NS(=O)(=O)c1ccccc1
 : i | -0.7%&0.3% | -26%&3% | 2%&1% | 1% | -3.4&-2.7 | -2%&-18% | i | ?
NC(=O)c1cc(S(=O)(=O)N2CCN(c3ccc([N+](=O)[O-])cc3)CC2)cs1
 : i | -0.5% | -34% | ? | -2% | -0.6 | -11% | i | ?
CN(CC(=O)Nc1cccc(F)c1)C(=O)CC1CC2CCC1C2 (configuration not stated)
 : i | -0.2% | -3% | -6% | -5% | 0.0 | -2% | i | -6%
Cn1nnnc1SCCCNCc1ccccc1OCc1ccccc1F
 : . | 0.4% | ? | -20% | . | . | -22% | ? | -22%
O=C(CN(Cc1ccco1)C(=O)c1ccc(N2CCCC2=O)cc1)Nc1ccccc1C(F)(F)F
 : i | -0.3% | 5% | -2% | 1% | -1.9 | -4% | i | 13%
COc1ccc(OC)c(NC(=O)c2cc3c(Cl)nc4ccccc4c3s2)c1
 : i | -0.5% | -9% | -3% | 0% | -5.1 | -3% | ? | 12%
CSc1nc(N)nc(SCC(=O)CC(=O)OC(C)C)c1C#N
 : i | 0.6% | 11% | 1% | -6% | -1.4 | 7% | ? | 0%
CCN1CN(CCc2ccccc2)CNC1=S
 : i | -0.7% | -19% | 1% | 1% | 0.0 | 21% | i | 18%
CC(C)N(C(=O)CN1C(=O)NC2(CCCCCC2)C1=O)C(C)C
 : i | -0.4% | 4% | -7% | -1% | 0.3 | 5% | i | -22%
Cc1noc(C)c1S(=O)(=O)N(C)C[C@H]1Oc2c(NC(=O)C3CCCCC3)cccc2C(=O)N([C@H](C)CO)C[C@@H]1C
 : i | 3.4% | 3% | -4% | 1% | -0.1 | -19% | i | -10%
CC(=O)Nc1ccc(NC(=O)c2cc(S(=O)(=O)N3CCCCC3)ccc2C)cc1
 : i | 0.3% | -26% | 5% | -3% | 2.6 | -32% | i | -1%
Fc1ccc(NC(=S)NC2CCCCC2)c(F)c1F
 : i | -0.2% | ? | -5% | -2% | -1.3 | -17% | i | ?
CSc1ccc(C(=O)C2CCCN(Cc3cccc4nccnc34)C2)cc1 (configuration not stated)
 : i | 0.1% | 0% | 3% | 1% | -0.3 | -14% | i | -12%
COc1ccccc1NC(=O)C(=O)c1cc(C)n(-c2ccccc2F)c1C
 : . | 6.7% | 23% | 6% | . | . | -37% | i | -4%
C=CCn1c(SCC(=O)NC2CC2)nc2ccccc2c1=O
 : i | -0.5% | -17% | -2% | 1% | 1.1 | -7% | i | -22%
CC(C)CN(CC(C)C)C(=O)CCCC(=O)N(CC(C)C)CC(C)C
 : i | 0.1% | 11% | -1% | 1% | 0.2 | -5% | i | -3%
Cc1ccc(C(=O)c2cn(Cc3ccccc3F)c3cc4c(cc3c2=O)OCO4)cc1
 : . | -0.9% | ? | -9% | . | . | -4% | i | -19%
COc1ccc2ccn(C)c2c1
 : i | -0.3% | -10% | 1% | 3% | 1.5 | -20% | i | 2%
CCCCN(C=O)c1c(CC)nc2ccc(C(=O)N3CCN(S(=O)(=O)CC)CC3)cn12
 : i | -0.4%[9.22 µM] | . | . | . | -10 | -46% | i | 16%
COc1cccc(CNc2nc(NCc3ccccc3OC)nc3ccsc23)c1
 : i | 0.8% | . | . | . | -0.1 | 11µM* | ? | 10µM*

Full records as entered above. Order of values: pAkt inh	Nrf2 activator	Nrf2 inh	A549 viability	MmCpn inh	CCT modulator	HepG2 tox	S2 tox	TGFb SMAD3 inh
COc1ccccc1NC(=O)C(=O)c1cc(C)n(-c2ccccc2F)c1C across the screens: .	6.7%	23%	6%	.	.	-37%	i	-4%
NC(=O)c1cc(S(=O)(=O)N2CCN(c3ccc([N+](=O)[O-])cc3)CC2)cs1 across the screens: i	-0.5%	-34%	?	-2%	-0.6	-11%	i	?

(cont.)
Fields: pAkt inh | Nrf2 activator | Nrf2 inh | A549 viability | MmCpn inh | CCT modulator | HepG2 tox | S2 tox | TGFb SMAD3 inh
COc1cccc(-c2sc3cc(OC)c(OC)cc3c2-c2ccc(OCCN3CCCCC3)cc2)c1
 : i | -0.2% | ? | ? | ? | -2.3 | 13µM* | 40µM* | ?
Cc1sc(-n2cccc2)c(C(C)NC(=O)Nc2cccc(C(F)(F)F)c2)c1C (configuration not stated)
 : . | 9.3% | ? | -19% | . | . | -37% | . | .
O=C(NCC(c1cccnc1)N1CCOCC1)NC1CCCCC1 (configuration not stated)
 : i | -1.0% | -13% | -5% | -29% | 0.0 | -2% | i | -2%
COc1ccc(-c2nc(CSCC(=O)NCCc3ccc(OC)c(OC)c3)c(C)o2)cc1
 : . | 0.2% | ? | -17% | . | . | -33% | . | ?
CCC/C(=N\NC(=O)Cc1csc(N2CCOCC2)n1)c1ccccc1
 : i | -0.5% | 1% | 2% | -5% | -0.8 | 1% | i | -4%
CCn1c(SCc2nc3ccccc3[nH]2)nnc1-c1ccc(OC)cc1
 : i | 0.0% | -29% | -20% | 0% | 3.7 | -19% | i | 1%
CC(=O)/C=C(\C)NCCNc1c(F)c(F)c(CO)c(F)c1F
 : i | 0.1% | . | -14% | 1% | -1.0 | 25% | i | 22%
COc1ccc(NC(=O)C(=O)N/N=C/c2cccnc2)c(OC)c1
 : . | -0.5% | 8% | 4% | 3% | 0.9 | 5% | i | 11%
COc1ccc(NC(=O)CCCn2nc(C)c3c(C)n(-c4ccccc4)nc3c2=O)cc1OC
 : i | 0.0% | 12% | 8% | 1% | 0.2 | 1% | i | -10%
O=S(=O)(NC1CCN(Cc2ccccc2)CC1)c1ccc2ccccc2c1
 : i | 3.7% | 10% | 0% | 4% | 0.3 | -37% | i | -19%
Cc1csc2nc(COc3ccc(NC(=O)COc4ccccc4)cc3)cc(=O)n12
 : . | -0.1% | -8% | 2% | . | . | 4% | i | 1%
Cc1ccc(S(=O)(=O)/N=C2\C=C(Nc3cccc(C(=O)O)c3)C(=O)c3ccccc32)cc1
 : i | -1.7% | 4% | -8% | -6% | 0.2 | -111% | ? | 13µM*
O=C(Nc1nncs1)c1ccc(F)c(S(=O)(=O)N2CCCCC2)c1
 : i | -0.2% | 23% | 4% | -9% | -1.0 | -15% | i | -15%
N#Cc1nc(COc2ccc(-c3ccccc3)cc2)oc1N1CCC(C(N)=O)CC1
 : . | . | ? | 11% | . | . | -55% | . | -23%
C=C1CCC2[C@](C)(CO[C@@H]3O[C@H](CO)[C@@H](O)[C@H](O)[C@H]3O)CCC[C@@]2(C)[C@@H]1CCC1=CCOC1=O (some centres not stated)
 : i | -1.5% | 2% | 2% | 1% | 0.2 | -18% | i | 1%
O=c1c(Cl)c(NCc2ccccc2Cl)cnn1C12CC3CC(CC(C3)C1)C2
 : i | -0.1% | 7% | -21% | 4% | -0.6 | 0% | i | -3%
COCCn1nnnc1C(c1cccs1)N1CCCC(C)C1 (configuration not stated)
 : i | -0.5% | 0% | 0% | 0% | -1.8 | -1% | i | 0%
CCN(CC)S(=O)(=O)c1cccc(NC(=O)COC(=O)CCC(=O)c2ccc(F)cc2)c1
 : i | -0.4% | 7% | 0% | -1% | -0.6 | 2% | i | 0%
CCN(CC(=O)NCc1ccc(Cl)cc1)C(=O)c1ccc2cc(OC)ccc2c1
 : i | 0.4% | ? | ? | -24% | 0.3 | 15% | i | 11%
OC(c1ccccc1)(c1ccccc1)C1CCN(CCCOc2ccc3c(c2)CCCC3)CC1
 : i | -2.9% | . | . | . | -3.2 | . | 25µM* | .
COCCN(C(=O)C(C)N1C(=O)c2ccccc2C1=O)c1c(N)n(CC(C)C)c(=O)[nH]c1=O (configuration not stated)
 : i | -0.7% | 20% | 2% | . | 0.0 | -4% | i | -14%
O=C(Nc1cccnc1)C1(c2ccccc2)CCCC1
 : i | -1.3% | -7% | -6% | 0% | 1.7 | -1% | ? | 21%
CCOC(=O)C1=C(C)Nc2ccccc2N=C1NC(=O)Cc1ccc(OC)cc1
 : i | 0.0% | -2% | -6% | -2% | -3.9 | 5% | ? | 6%
Cc1ccccc1CNC(=O)c1ccc2ccccc2n1
 : i | 0.0% | 5% | 4% | -1% | -0.1 | -1% | i | 9%
COc1cc(CNC(=O)c2cc(-c3ccc(F)cc3C)n[nH]2)cc(OC)c1
 : i | -0.2% | . | . | . | 1.1 | 0% | i | 21%
